SUMO HTRF inh: inhibitors of in vitro SUMOylation cascade, primary screen, biochemical, HTRF, uHTS. SUMO-conjugating enzyme UBC9 (Homo sapiens), P63279. HTRF SUMOylation assay, SAE1/SAE2 + UBC9. inhibition, % at 35 µM. 290,000 compounds, 0.36% hits; in the data active = inhibition above about 50%, passing the limit was not always enough; note: strong numbers were not always called active
Target sequence (P63279 whole entry, looked up): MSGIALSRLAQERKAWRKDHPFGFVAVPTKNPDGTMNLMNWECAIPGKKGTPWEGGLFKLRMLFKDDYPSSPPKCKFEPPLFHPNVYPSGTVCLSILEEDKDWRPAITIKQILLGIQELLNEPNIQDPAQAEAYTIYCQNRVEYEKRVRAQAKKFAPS
FID counter: compounds displacing fluorescent DNA intercalator, primary screen, artefact control for HCV NS3 helicase inhibitor project, biochemical, FID fluorescence. inhibition, % at 7.9 µM. DNA fluorescent intercalator displacement. 290,000 compounds, 0.17% hits; in the data active = inhibition above about 37%;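 note: 0% = vehicle and 100% = reference compound; higher means more ethidium bromide displaced from hairpin DNA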
MEKK3 PB1 HTS: modulators of MEKK3-MEK5 PB1 binding, primary screen, biochemical, wildtype MEKK3, multiplex bead flow cytometry, Alexa488-MEK5 | 290,000 compounds, 1.4% hits | AID 1529, 2009 | bead-based flow cytometry, Alexa488-MEK5 binding to MEKK3; actives lie on both sides; 0 = blocked by unlabeled MEK5, 100 = vehicle | binding response (% of control), % at 10 µM;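 active = binding response more than 3 SD above or below the average of its plate-row segment, actives on both sides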;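 note: Alexa488 bead fluorescence after subtracting the streptavidin-only scavenger bead signal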
Target sequence (Q99759 whole entry, looked up): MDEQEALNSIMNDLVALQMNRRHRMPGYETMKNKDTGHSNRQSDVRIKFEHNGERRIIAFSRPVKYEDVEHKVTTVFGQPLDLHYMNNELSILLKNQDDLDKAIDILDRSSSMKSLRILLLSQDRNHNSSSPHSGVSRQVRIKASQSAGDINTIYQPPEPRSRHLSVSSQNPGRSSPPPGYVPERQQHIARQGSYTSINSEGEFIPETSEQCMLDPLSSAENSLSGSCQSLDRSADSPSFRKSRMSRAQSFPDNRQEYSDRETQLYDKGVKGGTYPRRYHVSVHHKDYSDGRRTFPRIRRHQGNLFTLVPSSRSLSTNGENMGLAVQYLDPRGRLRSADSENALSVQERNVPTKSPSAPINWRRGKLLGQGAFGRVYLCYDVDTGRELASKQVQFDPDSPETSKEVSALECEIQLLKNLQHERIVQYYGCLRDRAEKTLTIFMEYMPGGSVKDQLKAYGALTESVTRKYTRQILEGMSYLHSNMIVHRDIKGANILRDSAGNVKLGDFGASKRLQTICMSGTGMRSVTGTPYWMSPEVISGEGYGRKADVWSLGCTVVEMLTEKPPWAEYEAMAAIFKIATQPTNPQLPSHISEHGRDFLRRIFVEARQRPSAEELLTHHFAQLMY
CRFBP-R2 agonist: agonists of CRF-BP/CRF-R2 complex, primary screen, cell-based, HEK293, calcium dye fluorescence, uHTS | CRF-binding protein / CRF receptor 2 complex (human) | calcium dye fluorescence (FLIPR); percent of saturating CRF peptide response | activation, % at 13.2 µM | 350,000 compounds, 0.46% hits;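 active = activation of at least 50%, plus an integration ratio under a set limit after plate pattern correction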;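 note: plate controls were neutral control wells without compound for no effect and CRF at EC100 for full effect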
HCV NS3 hel inh: inhibitors of HCV NS3 helicase, primary screen, biochemical, Cy5 molecular beacon fluorescence. NS3 helicase DNA unwinding. Hepatitis C virus NS3 helicase. 290,000 compounds, 0.56% hits. inhibition, % at 10.9 µM;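 active = inhibition above the mean of all tested compounds plus 3 SD, set per campaign, cut at about 35% in these data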;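 note: 0% = DMSO wells and 100% = thioflavine S control wells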
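System: Hepatitis C virus NS3 helicase domain fragment enzyme | Reagent: Annealed dual-labelled DNA beacon duplex, ATP-started | Compound dosing: 10.9 µM single point, 0.8% DMSO | Incubation: 1 h reaction at 25 °C, ATP-initiated | Technique: Cy5 fluorescence | Evaluation: Percent inhibition from t60/t0 fluorescence ratio | Benchmarks: Low DMSO, high thioflavine S at 110 µM | Replication: Singlicate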
MEKK2 WT-MEK5: modulators of MEK5 binding to wildtype MEKK2, primary screen, biochemical, multiplex bead flow cytometry, Alexa488-MEK5; Mitogen-activated protein kinase kinase kinase 2 (Homo sapiens), Q9Y2U5; Alexa488-MEK5 binding to MEKK2 WT; actives lie on both sides; binding response (% of control), % at 10 µM; 290,000 compounds, 1.1% hits; AID 1531, 2009; in the data active = binding response below about 67% or above about 130%
MEKK2mut PB1 HTS: MEK5 binding signal on mutant MEKK2 PB1, primary screen, biochemical, multiplex bead flow cytometry, Alexa488-MEK5; Alexa488-MEK5 binding to MEKK2 mutant; percent response, % at 10 µM; 290,000 compounds, 0.35% hits; in the data active = percent response above about 24%, passing the limit was not always enough; note: inactives centre near 1; some results filed as inactive read as strong as hits
GalR3 antag: GalR3 antagonists in HEK293 cells, primary screen, cell-based, fluorescence readout; Galanin receptor type 3 (Homo sapiens), O60755; HEK293 GalR3-CNG cAMP membrane potential fluorescence; galR3 body fused to GalR1 C-terminus; inhibition, % at 3 µM; 360,000 compounds, 0.44% hits;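 active = inhibition above the screen-wide average plus 3 SD, cut at about 13% in these data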;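 note: forskolin and galanin both at EC90 stimulate the cells; cAMP rise reported by CNG channel membrane potential dye signal; 0% = forskolin plus galanin with DMSO and 100% = forskolin alone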
Target sequence (O60755 1-299 limits assumed): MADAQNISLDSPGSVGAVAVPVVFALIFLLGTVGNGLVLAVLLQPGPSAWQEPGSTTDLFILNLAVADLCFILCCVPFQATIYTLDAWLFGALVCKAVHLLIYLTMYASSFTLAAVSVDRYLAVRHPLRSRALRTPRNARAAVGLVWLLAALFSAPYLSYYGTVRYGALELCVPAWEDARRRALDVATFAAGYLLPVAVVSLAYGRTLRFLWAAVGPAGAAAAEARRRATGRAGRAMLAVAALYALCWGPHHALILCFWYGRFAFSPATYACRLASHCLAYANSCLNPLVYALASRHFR
CRFR2-BP antag: antagonists of CRF-BP/CRF-R2 complex, primary screen, cell-based, HEK293, calcium dye fluorescence, uHTS; 350,000 compounds, 0.59% hits; inhibition, % at 11.8 µM; CRF-induced calcium fluorescence; AID 588475, 2011;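 active = inhibition of the ligand-induced calcium signal above about 50% at the single tested concentration, limit read from the data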
* hit, by the source's call; . = not tested or not shown; [ ] = another dose, or the depositor's remark.

SMILES	SUMO HTRF inh	FID counter	MEKK3 PB1 HTS	CRFBP-R2 agonist	HCV NS3 hel inh	MEKK2 WT-MEK5	MEKK2mut PB1 HTS	GalR3 antag	CRFR2-BP antag
COc1ccc(NC(=O)CCNS(=O)(=O)c2cccc3nsnc23)cc1	2	0	93	0.9	-20	93	-2	-6	-5
Cc1nc2sc(C(N)=O)c(N)c2c(C)c1CC(=O)c1ccccc1	4	-7	74	2.2	-1	69	-13	-6	3
CCC(=O)OCC(=O)Nc1ncc(C(F)(F)F)cc1Cl	23	-3	76	5.3	16	72	-13	-5	-19
COc1cccc(-c2nc(CS(=O)(=O)CC(=O)Nc3cccc(C)c3C)c(C)o2)c1	16	-3	107	-2.5	-6	110	8	.	10
CS(=O)(=O)c1ccccc1-c1nc(-c2cccc(Cl)c2)no1	-15	-11	103	-3.0	-11	97	-6	.	-26
CCn1c(CC(=O)Nc2ccccc2C)nnc1SCC(=O)Nc1nncs1	11	-8	102	0.7	3	106	5	-2	1
CCOc1cc(C2NC(=O)c3ccccc3O2)ccc1OC (stereo not drawn)	-8	-6	100	-0.6	-3	101	1	-8	4
CC(C)NCC(O)COCCOc1ccc(C(C)(C)C)cc1 (stereo not drawn)	-12	18	103	-1.0	-11	101	17	-5	5
COC(=O)Nc1nnc(Cc2ccc(OC)cc2)s1	7	0	92	-1.6	-1	102	1	0	-1
O=C1c2ccc3c4c(ccc(c24)C(=O)N1c1cccc(O)c1)CC3	12	0	125	-2.8	4	128	2	6	0
CC/C(=N/O)C(=O)c1ccc(Br)cc1	-9	-10	110	-2.1	5	107	1	-7	16
O=C(O)c1ccc2c(c1)C(=O)N(c1ccc([N+](=O)[O-])cn1)C2=O	2	0	103	-1.5	2	101	2	-9	5
Nc1c(C(=O)C2CC2)sc2nc3c(cc12)CCC3	11	3	84	-4.7	1	92	-4	-6	-27
Cc1nn(-c2ccc(Cl)cc2)c(N)c1C(O)(CSc1nccn1C)C(F)(F)F (stereo not drawn)	10	-3	99	0.9	6	92	-1	-3	-22
Cc1cccc(Cn2cnc3ccccc32)c1	0	-8	101	0.6	11	109	4	-8	8
NC(=O)NCC(=O)N1CCC(C(O)(c2ccccc2)c2ccccc2)CC1	3	-10	99	-1.8	-7	102	7	-4	13
O=C(Cn1c(SCC(=O)N2CCc3ccccc3C2)nc2ccccc21)NC1CCCC1	16	-30	114	0.6	0	104	6	-7	17
COCC(=O)Nc1nnc(SCC(=O)N2C(C)CCCC2C)s1 (stereo not drawn)	12	-11	103	2.1	-3	95	-1	-7	11
CC(C)OC(=O)/C(=C/c1ccco1)c1ccccc1	17	-15	98	-0.3	61*	97	-5	-4	41
CCN(CC)CC(=O)n1c2c(c3ccccc31)CCCC2	23	-1	103	-0.4	-2	106	0	-3	-20

The last 3 compounds of the section above open the next one.
SMILES	SUMO HTRF inh	FID counter	MEKK3 PB1 HTS	CRFBP-R2 agonist	HCV NS3 hel inh	MEKK2 WT-MEK5	MEKK2mut PB1 HTS	GalR3 antag	CRFR2-BP antag
COCC(=O)Nc1nnc(SCC(=O)N2C(C)CCCC2C)s1 (stereo not drawn)	12	-11	103	2.1	-3	95	-1	-7	11
CC(C)OC(=O)/C(=C/c1ccco1)c1ccccc1	17	-15	98	-0.3	61*	97	-5	-4	41
CCN(CC)CC(=O)n1c2c(c3ccccc31)CCCC2	23	-1	103	-0.4	-2	106	0	-3	-20
Cc1nc(C)n(C)c(=O)c1-c1ccccc1	1	-2	101	1.9	3	101	-2	-3	0
CC(C)N(C(=S)Nc1cccnc1)c1ccccc1	15	-2	100	-0.8	5	106	3	0	14
O=C(OCc1c(F)cccc1Cl)c1cnccn1	-5	2	111	-2.0	-1	110	1	-3	11
CCCC/C(O)=C1\C(=O)CCCC1=NCCc1c(C)[nH]c2ccc(OC)cc12	5	-31	105	0.3	-12	100	4	0	2
COC(=O)c1ccc(-n2c(C)cc(/C=N/n3cnnc3)c2C)cc1	14	-10	104	2.2	5	103	7	0	12
O=C(COC(=O)Cn1cnc2ccccc2c1=O)Nc1ccccc1Sc1ccc(Cl)cc1	-3	-14	106	-1.2	-4	100	3	-7	25
CCCN(CCC)CCCNC(=O)c1cc2cc3ccc(OC)cc3nc2o1	41	37*	.	6.0	10	.	.	-4	4
COc1ccc(-c2cn[nH]c2C)cc1	21	2	99	-4.3	0	94	-9	-2	-9
Cc1ccc(-c2cc(C(=O)Nc3ccc(S(=O)(=O)Nc4nc(C)cc(C)n4)cc3)c3ccccc3n2)cc1	-8	-21	90	-1.1	19	85	-4	-12	0
CC(=O)N(c1nc(CCl)cs1)c1ccc(C)cc1C	22	-3	100	0.7	-5	97	-6	7	6
COc1ccccc1NC(=O)NNC(=O)CCc1ccccc1	0	-14	99	-1.1	-3	94	-6	5	-9
Cc1c(C(=O)NCCn2ccc3ccccc32)cccc1[N+](=O)[O-]	-11	0	71	0.3	-1	76	13	.	-1
O=C(CCN1CCOCC1)NC1CCCN(Cc2ccccc2F)C1 (stereo not drawn)	12	6	98	0.0	2	102	5	2	-3
CCNC(=O)COC(=O)c1ccc(S(=O)(=O)N2CCCCCC2)cc1	15	-12	104	-0.7	8	105	6	0	-4
COC(=O)CC1C(=O)NCCN1C(=O)c1cc(OC)c(OC)cc1OC (stereo not drawn)	1	-3	100	-0.4	-13	100	0	-5	2
CCOc1ccc2oc(C(=O)N3CC(C)OC(C)C3)c(C)c2c1 (stereo not drawn)	2	-31	100	1.7	6	97	3	-2	3
c1ccc(-c2nnc(N3CCN(c4ccccn4)CC3)c3ccccc23)cc1	14	-15	106	-0.3	-2	99	4	-3	-2
O=C(CN(C(=O)c1csnn1)c1ccc(Br)cc1)NC1CCCC1	10	-11	101	0.6	0	99	0	-11	-11
Cc1ccc(NS(=O)(=O)c2cc(C(=O)OCC(=O)NCC3CCCO3)ccc2C)cc1 (stereo not drawn)	10	-31	97	-1.1	-8	99	0	-6	-2
COc1ccc(OCC#CCNC(C)(C)C)cc1	5	3	98	-0.7	-2	113	3	0	10
CC1CCN(S(=O)(=O)c2cccc(C(=O)Nc3ccccn3)c2)CC1	-11	-7	101	-0.5	0	99	-1	2	-5
c1ccc(OCc2nnnn2-c2ccccc2)cc1	-11	-2	97	1.3	-4	101	6	-3	-15
COc1ccc(Br)cc1CN1CCCCCCC1	7	10	113	1.2	2	106	3	-4	-3
CCCC(=O)Nc1ccccc1NC(=O)c1ccc(OC(C)=O)cc1	5	1	118	3.0	7	112	-1	-5	-11
CC(C)C(C)(C#N)NC(=O)CSc1nnc(-c2ccccc2)o1 (stereo not drawn)	-7	-3	102	-0.5	2	106	12	-5	11
CC(Oc1ccc2c3c(c(=O)oc2c1)CCCC3)C(=O)NCc1ccncc1 (stereo not drawn)	6	-19	96	-0.8	-2	97	-2	-1	-7
COc1ccc(O)c(/C=c2/sc3nc4cc(C)c(C)cc4n3c2=O)c1	31	-5	99	-0.2	10	96	1	-5	16
Cc1[nH]n(-c2ccccc2)c(=O)c1N=Nc1ccc(C(=O)O)cc1	2	-16	106	-3.6	5	106	7	-11	11
CCc1nc(C)cc(N)c1OCc1ccccc1	15	2	105	-2.4	-4	107	3	6	11
CN(Cc1ccncc1)C1CC(=O)N(c2ccc(F)cc2)C1=O (stereo not drawn)	8	-1	81	0.1	11	88	-3	-5	-17
CC(C)Sc1nnc([C@H](Cc2ccccc2)NC(=O)OC(C)(C)C)o1	21	-40	94	-0.4	-8	92	-9	-3	-17
Cc1ccc(NC(=O)Cn2nc(C)c(S(=O)(=O)N(C)C)c2C)cc1C	-4	-3	99	3.5	-4	92	-5	-5	-3
CCOC(=O)C1CCN(C(c2ccccn2)c2c(C)[nH]c3ccccc23)CC1 (stereo not drawn)	-7	-3	103	4.6	1	100	6	0	-23
Cc1nc(C)c(/C(O)=C\c2nc3ccc([N+](=O)[O-])cc3oc2=O)o1	15	-1	89	-1.3	-6	86	-10	2	-12
COc1ccccc1OCC(O)CNCc1ccc2c(c1)OCO2 (stereo not drawn)	7	0	101	0.3	-4	98	4	-3	7
O=C(c1ccc(S(=O)(=O)NCC2CCCO2)cc1)N1CCN(c2ccccc2)CC1 (stereo not drawn)	-16	-24	102	0.1	-3	95	0	-5	-10
O=C(Nc1ccc2c(c1)OCO2)c1cccc(S(=O)(=O)N2CCOCC2)c1	7	-5	107	2.2	4	115	10	1	-8
Cc1ccc(NC(=O)CSc2ncc(S(=O)(=O)c3ccccc3)c(=O)[nH]2)cc1C	16	-34	100	1.3	30	101	2	-8	8
CC1=CCC2C(=O)N(C(C)c3ccccc3)C(=O)C2C1 (stereo not drawn)	-1	0	99	3.4	2	99	-1	-5	-3
O=C(N/N=C/c1ccc([N+](=O)[O-])s1)c1ccncc1	14	7	92	-3.0	2	103	-2	.	-24
CC1CCC(NC(=O)c2ccc(CNc3c(NC4CCCCC4)c(=O)c3=O)cc2)CC1 (stereo not drawn)	17	-10	112	-0.3	-4	100	-3	-5	8
CCCCNC(=O)Nc1ccccn1	12	0	93	-0.9	-6	95	-4	4	14
O=C(CSc1nc2ccc([N+](=O)[O-])cc2s1)c1ccc2ccccc2c1	20	-2	95	2.3	-3	93	-4	2	25
O=S(=O)(/N=C(/Nc1cccc2ccccc12)c1ccc(F)cc1)c1ccccc1	-2	-30	102	1.3	-4	98	0	-9	-6
COc1ccc(-c2csc(NC(=O)CCCc3cccs3)n2)cc1	8	-5	105	-2.3	-4	118	24	0	-10
Cc1cccc(N2CCN(S(=O)(=O)c3ccc4c(c3)CCCN4C(=O)C3CCC3)CC2C)c1 (stereo not drawn)	.	-33	103	-0.8	-10	98	0	-2	27
Cc1cc(Nc2ccccc2)n(CCOC(=O)COc2ccccc2)n1	-13	-27	99	-0.1	-17	103	2	-2	-7
O=C(Nc1ccc2c(c1)OCCO2)N1CCN(Cc2ccccc2)CC1	6	-8	102	-0.1	2	96	-2	-3	8
COc1ccc(C(=O)Nn2cnnc2)cc1OC	-2	-1	88	-0.2	13	93	-20	-3	1
O=C(OCC1COc2ccccc2O1)c1c(F)cccc1F (stereo not drawn)	-1	-11	66*[inhibitor]	0.1	7	76	-20	0	-19
CC(C)OC(=O)CN1C(=O)C(C)(C)Oc2ccc(C(=O)NC3CC3)cc21	-6	-14	102	1.0	-13	97	0	-2	-22
COc1cc(NC(=O)CCc2nnc3ccc(N4CCC5(CC4)OCCO5)nn23)cc(OC)c1	10	-36	101	-0.3	10	98	-1	-6	-7

Two records picked at random from the list so far:
SMILES	SUMO HTRF inh	FID counter	MEKK3 PB1 HTS	CRFBP-R2 agonist	HCV NS3 hel inh	MEKK2 WT-MEK5	MEKK2mut PB1 HTS	GalR3 antag	CRFR2-BP antag
CCCCNC(=O)Nc1ccccn1	12	0	93	-0.9	-6	95	-4	4	14
CC(C)OC(=O)CN1C(=O)C(C)(C)Oc2ccc(C(=O)NC3CC3)cc21	-6	-14	102	1.0	-13	97	0	-2	-22

This is a subset; rates above refer to the full screens.
